GAA glycogen: inhibitors or activators of human alpha-glucosidase glycogen cleavage. actives 0.38% (n = 300,000). recombinant GAA, glycogen substrate, Amplex Red glucose oxidase fluorescence. Potency, µM (titrated, usually from 76.4 µM), inactives show at the top dose activity change, negative = inhibition, hits mostly inhibitors. P10253; active = well fitted inhibition curve with a large enough effect; inconclusive = small, poorly fitted or top-dose-only effect, or another doubt; inactive = no such curve, though single readings can be large or run the other way;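 also: 0% = full enzyme reaction and -100% = no-enzyme basal signal; the screen sought inhibitors and activators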
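Recombinant enzyme (4 nM final) with compounds titrated up to 77 uM and bovine liver glycogen (30 ug) in citrate pH 5.0, 0.01% Tween-20, 37 C 40 min. Released glucose detected by Amplex Red/glucose oxidase (Ex 573/Em 610); AC50 from Hill fits.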
The depositor's hits bear a star; u = inconclusive; [ ] = another dose, or the depositor's remark. Potency is read from the fitted curve at half-maximal effect.

Start of the data: the first 15 compounds, ahead of the listing:
SMILES | GAA glycogen
COc1ccc(N(CC(=O)NCc2ccc(F)cc2)C(=O)Cn2nnc(-c3ccc(C)o3)n2)cc1OC | 3%
COc1ccc(Cc2nc3ccc(C(=O)N(C)C(C)c4ccon4)cc3o2)cc1 (centres undefined) | -11%[76.3 µM]
Cc1cc(OCC(=O)Nc2ccccn2)c2c(C)c(C)c(=O)oc2c1 | 0%[76.3 µM]
OCCCNc1ncnc2oc(-c3ccccc3)c(-c3ccccc3)c12 | -12%
CN(CC1CCCO1)S(=O)(=O)c1ccc(C(=O)Nc2ccc([N+](=O)[O-])cc2)cc1 (centres undefined) | 4%[76.3 µM]
C/C(=N\NC(=O)c1ccncc1)c1cccnc1 | u
CC(C)(C)c1ccc(O)c(N=Cc2cc3c(cc2[N+](=O)[O-])OCO3)c1 | u
CCOc1cc(-c2cc(-c3ccc(NC(C)=O)cc3)nc(N)c2C#N)ccc1O | -11%[76.3 µM]
CC(C)(C)CC(=O)Nc1ccccc1N1CCN(c2ccc(F)cc2)CC1 | -20%[76.3 µM]
CCn1c(CN2CCOCC2)nnc1SCC(=O)Nc1ccc(C)cc1 | -6%[76.3 µM]
O=C(COC(=O)c1cc(Cl)ccc1O)NCCNC(=O)COC(=O)c1cc(Cl)ccc1O | 2%[76.3 µM]
CS(=O)(=O)NNC(=O)C1Cc2c(ccc3ccccc23)O1 (centres undefined) | 7%
COc1ccccc1NC(=O)COC(=O)CCS(=O)(=O)c1ccc(C)cc1 | 0%[76.3 µM]
Cc1ccc(CCNS(=O)(=O)c2c(C)nc3sccn3c2=O)cc1 | 23%[76.3 µM]
O=C(NC1CC2CCCC(C1)N2Cc1ccccc1)c1cccc(Cl)c1 (centres undefined) | -2%[76.3 µM]

This part in full, previewed entries included:
SMILES | GAA glycogen
COc1ccc(N(CC(=O)NCc2ccc(F)cc2)C(=O)Cn2nnc(-c3ccc(C)o3)n2)cc1OC | 3%
COc1ccc(Cc2nc3ccc(C(=O)N(C)C(C)c4ccon4)cc3o2)cc1 (centres undefined) | -11%[76.3 µM]
Cc1cc(OCC(=O)Nc2ccccn2)c2c(C)c(C)c(=O)oc2c1 | 0%[76.3 µM]
OCCCNc1ncnc2oc(-c3ccccc3)c(-c3ccccc3)c12 | -12%
CN(CC1CCCO1)S(=O)(=O)c1ccc(C(=O)Nc2ccc([N+](=O)[O-])cc2)cc1 (centres undefined) | 4%[76.3 µM]
C/C(=N\NC(=O)c1ccncc1)c1cccnc1 | u
CC(C)(C)c1ccc(O)c(N=Cc2cc3c(cc2[N+](=O)[O-])OCO3)c1 | u
CCOc1cc(-c2cc(-c3ccc(NC(C)=O)cc3)nc(N)c2C#N)ccc1O | -11%[76.3 µM]
CC(C)(C)CC(=O)Nc1ccccc1N1CCN(c2ccc(F)cc2)CC1 | -20%[76.3 µM]
CCn1c(CN2CCOCC2)nnc1SCC(=O)Nc1ccc(C)cc1 | -6%[76.3 µM]
O=C(COC(=O)c1cc(Cl)ccc1O)NCCNC(=O)COC(=O)c1cc(Cl)ccc1O | 2%[76.3 µM]
CS(=O)(=O)NNC(=O)C1Cc2c(ccc3ccccc23)O1 (centres undefined) | 7%
COc1ccccc1NC(=O)COC(=O)CCS(=O)(=O)c1ccc(C)cc1 | 0%[76.3 µM]
Cc1ccc(CCNS(=O)(=O)c2c(C)nc3sccn3c2=O)cc1 | 23%[76.3 µM]
O=C(NC1CC2CCCC(C1)N2Cc1ccccc1)c1cccc(Cl)c1 (centres undefined) | -2%[76.3 µM]
COc1ccccc1-c1c(C)nn2c(N3CCOCC3)cc(C)nc12 | -2%
COc1cc(C(=S)N2CCOCC2)cc(OC)c1OC(=O)c1ccc(F)cc1 | -1%[76.3 µM]
O=C(Nc1ccc(S(=O)(=O)N2CCCCC2)cc1)c1ccco1 | -1%
O=C(CS(=O)(=O)Cc1ccccc1)N1CCN(c2ccccc2F)CC1 | 0%[76.3 µM]
CCC(CO)(CO)N(CC(=O)Nc1ccc(OC)cc1)CC(=O)Nc1ccc(OC)cc1 | -17%
Cc1cc(C)cc(SCc2noc(C(=O)NC(C)C)c2C(=O)NC(C)C)c1 | -12%[76.3 µM]
O=[N+]([O-])c1ccc(OCCCn2cncn2)cc1 | 1%[76.3 µM]
S=C(Nc1ccc(-c2nc3ccccc3[nH]2)cc1)Nc1cccnc1 | -5%[76.3 µM]
CCCCN(C(=O)CCC(=O)Nc1cc(C)on1)C(C(=O)NC1CCCC1)c1cccc(OC)c1 (centres undefined) | -3%
CCOC(=O)c1cnc2cc(-c3ccc(Br)cc3)nn2c1C | -7%[76.3 µM]
SMILES | GAA glycogen
COCc1ccc(C(=O)N2CCCC(N3CCN(c4ccc(F)cc4)CC3)C2)o1 (centres undefined) | -4%[76.3 µM]
O=C(Nc1ccc2c(c1)CCCN2C(=O)c1cccs1)c1c(F)cccc1Cl | 2%[76.3 µM]
CC(=O)c1ccc(NC(=O)CCC(=O)OCC(=O)c2cccc([N+](=O)[O-])c2)cc1 | -4%[76.3 µM]
CC(=O)Nc1nc2c(C)cc(NC(=O)C3CCCCC3)cc2s1 | -5%
Cc1ccc(NC(=O)C2CCCN(c3ncccn3)C2)cc1C (centres undefined) | 1%[76.3 µM]
O=C(CNC(=O)Cc1ccccc1)NCc1cccc(C(F)(F)F)c1 | -7%
O=C(CSc1ccc(-c2ccco2)nn1)Nc1ccccc1F | -9%[76.3 µM]
CCOC(=O)CN1C(=O)C(=O)N(Cc2ccccc2)C1=O | 1%
CN1CCN(C(=O)/C(=C/c2ccc([N+](=O)[O-])cc2)NC(=O)c2ccccc2)CC1 | -2%
C[C@]12CCC(=O)CC1=CCC1C3CC=C(C#N)[C@@]3(C)CC[C@@]12O (some centres undefined) | 2%
CCOC(=O)C1CCN(C(=O)COC(=O)CSc2ccc(C(N)=O)cc2[N+](=O)[O-])CC1 | 8%[76.3 µM]
CC(=O)Nc1ccc(C(=O)N2CCc3cc4c(cc3C2C)OCCCO4)cc1 (centres undefined) | -15%[76.3 µM]
COc1ccc(OCCNC(=O)c2ccc(C)cc2)cc1 | 1%
CCOc1ccc(S(=O)(=O)N2CCCC(C(=O)N3CCN(CC)CC3)C2)cc1Cl (centres undefined) | 10%
COc1ccc(CNC(=O)c2ccc(CS(=O)(=O)c3ccc(C)cc3)o2)cc1 | 0%[76.3 µM]
COc1ccc(N2Cc3ccc(C(=O)N/N=C\c4ccc(O)cc4O)cc3C2)cc1 | 6%
COCCn1c(-c2ccc(OC)cc2)c(-c2ccc(OC)cc2)oc1=O | 4%
Cc1cccc(OCC(=O)Nc2ccc3oc(=O)ccc3c2)c1 | 1%[76.3 µM]
COCCn1c(SCC(=O)NCc2ccc3c(c2)OCO3)nnc1C(C)C | 1%[76.3 µM]
N#CCCN(Cc1ccccc1)S(=O)(=O)c1cccs1 | -22%
CCCC(=O)Oc1ccc(C2NC(=O)c3ccccc3O2)cc1OC (centres undefined) | 2%[76.3 µM]
CSCC[C@H](N)C(=O)N1CCC(C(=O)N[C@H](C)C(=O)Nc2ccc(C(C)C)cc2)CC1 | 0%
COc1ccc(C(=O)NNC(=S)NC(=O)c2ccccc2)cc1 | -28%[76.3 µM]
COc1ccc(-c2nnc(SCc3ccc(C(=O)O)cc3)o2)cc1OC | 7%[76.3 µM]
CCn1cc(CNC(=O)C2CCC(=O)N(C3CCCCCC3)C2)cn1 (centres undefined) | 3%[76.3 µM]
SMILES | GAA glycogen
O=C(O)COc1ccc(C(NC(=O)c2c(F)cccc2F)NC(=O)c2c(F)cccc2F)cc1 | 1%
Cn1c(C(=O)N[C@@H](C(=O)O)c2ccccc2)cc2cc(F)ccc21 | -1%
COc1ccc(CN2CSC(=S)N(Cc3ccccc3)C2)cc1 | -2%[76.3 µM]
COc1ccc(CCC(C)NCCc2ccc(Cl)cc2Cl)cc1 (centres undefined) | 8%[76.3 µM]
O=C1Cc2ccccc2C(=O)N1c1ccc(F)cc1Cl | u
COc1ccccc1NC(=O)CN1CCOCC1 | 16%[76.3 µM]
O=C(Cc1ccccc1)Nc1ccccc1C(=O)N1CCCCC1 | 3%[76.3 µM]
CN(C(=O)c1cccc(C(=O)N(C)c2ccccc2)c1)c1ccccc1 | -9%[76.3 µM]
Cc1cc(NC(=O)CCC(=O)N(CC(=O)NCC2CCCO2)c2ccccc2)no1 (centres undefined) | 5%[76.3 µM]
COc1cc2c(cc1OC)CN(C(=O)c1cc(S(=O)(=O)N3CCOCC3)c(Cl)cc1Cl)CC2 | -3%[76.3 µM]
COc1ccc(-c2nc3ccccc3o2)cc1OC | -11%[76.3 µM]
Cc1cc(OCC(=O)Nc2ccc(N3CCN(C)CC3)cc2)ccc1Cl | 0%[76.3 µM]
COc1ccc(Nc2nc(NCCN3CCOCC3)nc(Nc3ccc(OC)cc3)n2)cc1 | -1%
COc1ccc(NC(=O)CCS(=O)(=O)c2cc3c(cc2C)NC(=O)CO3)cc1 | 2%[76.3 µM]
CC(C)(C)c1csc(NC(=O)c2cccnc2)n1 | 13%[76.3 µM]
CCOc1ccc(C(=O)NC(C)CCc2ccccc2)cc1 (centres undefined) | -3%[76.3 µM]
CCCn1nnnc1NCc1ccc(C(C)C)cc1 | -3%[76.3 µM]
Cc1cccc(C(=O)OCC(=O)c2ccc3c(c2)OCO3)c1O | 4%[76.3 µM]
CCCCCn1c(=N)c(S(=O)(=O)c2ccc(Cl)cc2)cc2c(=O)n3cccc(C)c3nc21 | -8%[76.3 µM]
NC(=O)c1ccc(C(=O)N/N=C/c2cccc(Oc3ccccc3)c2)cc1 | -10%[76.3 µM]
C=CCNC(=O)NC(=O)CN1C(=O)NC(c2ccccc2)(c2ccccc2)C1=O | 5%
O=c1ccc2ccc(OCc3ccccc3)cc2o1 | 4%
O=C(Nc1ccc(F)cc1)c1cccnc1Oc1ccccc1 | 0%
O=C(NCc1ccccn1)C(=O)NCC1OCCN1S(=O)(=O)c1ccc(F)cc1 (centres undefined) | -8%[76.3 µM]
C[C@H](NC(=O)c1ccccc1)C(=O)N1CCC2(CC1)NCCc1[nH]cnc12 | -6%[76.3 µM]
SMILES | GAA glycogen
O=C1CSC(c2ccccc2)N1c1ccc(F)cc1F (centres undefined) | 5%
COc1ccc(-n2nc(C(=O)NCC(=O)Nc3cc(C)ccc3OC)c3ccccc3c2=O)c(OC)c1 | -9%
CCn1ncc(S(=O)(=O)NCc2ccccc2Cl)c1C | -2%[76.3 µM]
Cc1ccc(S(=O)(=O)Nc2nc(C)c(C)s2)cc1 | 1%[76.3 µM]
Cc1ccc(C2C(C(=O)c3cc4ccccc4o3)=C(O)C(=O)N2c2cc(C)on2)cc1 (centres undefined) | -9%[76.3 µM]
NCCNc1ccc(C(=O)N2c3ccccc3Sc3ccccc32)cc1[N+](=O)[O-] | -14%[15.3 µM]
COc1ccc(-c2nc(CS(=O)(=O)CC(=O)NC3CCCCCC3)c(C)o2)cc1 | 0%[76.3 µM]
CCOc1ccc(CN2CCC(n3nccc3NC(=O)C3CC3)CC2)cc1CO | 1%[76.3 µM]
CN(C)CCN(C(=O)c1cccc(N2C(=O)CCC2=O)c1)c1nc2ccc(Br)cc2s1 | -11%[76.3 µM]
O=C(O)c1ccc2c(=O)n3c(nc2c1)/C(=C/c1ccccc1OC(F)F)CC3 | -11%
CC(C)(C)c1ccc(-n2ncc3c2CCCC3NC(=O)C2(C(N)=O)CC2)cc1 (centres undefined) | 2%[76.3 µM]
COCCN(C(=O)c1ccccc1)c1nc(-c2ccc(OC)cc2)cs1 | -1%[76.3 µM]
COc1ccc(NC(=O)c2cc(-c3ccncc3)nc3ccc(Br)cc23)cc1OC | -5%[76.3 µM]
Cc1c(Cl)cccc1NC(=O)CSc1nncn1-c1ccccn1 | 2%
CCOc1cc(/C=C(/C#N)C(=O)Nc2ccc(OC)cc2)ccc1OCc1ccc(C(=O)O)cc1 | -5%[3.05 µM]
Cc1nc([N+](=O)[O-])cn1CCCCN1C(=O)c2ccccc2C1=O | 15%[76.3 µM]
Cc1ccc(NC(=O)CCCc2ccccc2)c([N+](=O)[O-])c1 | -7%[76.3 µM]
CCOc1ccc(S(=O)(=O)N(CC)CC(=O)NCc2ccco2)cc1C | -5%[76.3 µM]
COc1ccc(CS(=O)(=O)CC(C)(O)c2ccccc2)cc1 (centres undefined) | 0%
O=C(COc1ccccc1Br)N1CCN(C(=O)c2ccco2)CC1 | -4%[76.3 µM]
O=C(O)c1ccc(CSc2nc3ccccc3c(=O)n2-c2ccccc2)cc1 | -9%[76.3 µM]
Cc1cccn2c(=O)c3cc(C(=O)NC4CCCC4)c(=N)n(CCc4ccccc4)c3nc12 | 4%
O=[N+]([O-])c1ccc2oc(C(O)c3cccc(Cl)c3)cc2c1 (centres undefined) | 4%
COc1ccc(/C=C/C(=O)N2CCCc3ccccc32)c(OC)c1 | -24%[76.3 µM]
Cc1ncc([N+](=O)[O-])n1CC(=O)Nc1ccc(F)cc1F | -1%
SMILES | GAA glycogen
Cc1cccc(C(=O)OCC(=O)NCCNC(=O)COC(=O)c2cccc(C)c2C)c1C | -15%[76.3 µM]
O=S(=O)(NC1CCCCC1N1CCCCC1)c1ccccc1 (centres undefined) | 7%
Cc1nc2scc(C)n2c(=O)c1S(=O)(=O)N1CCN(c2ccccc2)CC1 | -6%
CC(=O)N1CCc2cc(S(=O)(=O)NCCCN3CCC(C)CC3)ccc21 | 6%[76.3 µM]
CC/C(=N\NC(=O)c1c(C)nc2ccccn12)c1ccccc1 | 3%
COc1ccc(C(CNC(=O)c2cccc(S(=O)(=O)NCc3ccccc3)c2)N(C)C)cc1 (centres undefined) | -2%[76.3 µM]
COc1ccccc1-c1cn[nH]c1-c1ccc(OCC(=O)NN)cc1O | u
COCCCN(C(=O)c1ccccc1F)c1nc(-c2ccc(OC)cc2)cs1 | 3%[76.3 µM]
O=C(CCCN1CCC(C(=O)c2ccc(F)cc2)CC1)c1ccc(F)cc1 | 0%[76.3 µM]
COc1cc(/C=C2/SC(=S)N(Cc3ccccc3)C2=O)cc(Cl)c1O | 1%
Cc1nc(-c2ccc(S(=O)(=O)Nc3ccc(Br)cc3F)cc2)co1 | -8%[76.3 µM]

An excerpt. The share of hits here may be higher or lower than overall.
